USP10 inh: inhibitors of human USP10 deubiquitinase. Q14694. inhibition, % at 20 µM. hit rate 1.1% among 47,000. AID 1645856. purified USP10, Ub-rhodamine fluorescence, 60 min
USP17 inh: blocks human USP17 ubiquitin-rhodamine cleavage. A8MUK1. purified USP17, Ub-rhodamine cleavage fluorescence, 3 h. inhibition, % at 50 µM. hit rate 6.5% among 47,000
USP8 block: human USP8 deubiquitinase inhibition; inhibition, % at 20 µM; P40818; hit rate 4.2% among 47,000; purified USP8, Ub-rhodamine cleavage fluorescence, 30 min; AID 1645853
UCHL1 inh: blocks human UCHL1 ubiquitin-rhodamine cleavage | purified UCHL1, Ub-rhodamine cleavage fluorescence | inhibition, % at 20 µM | hit rate 0.2% among 47,000 | AID 1645859
Target sequence (P09936 whole entry, looked up): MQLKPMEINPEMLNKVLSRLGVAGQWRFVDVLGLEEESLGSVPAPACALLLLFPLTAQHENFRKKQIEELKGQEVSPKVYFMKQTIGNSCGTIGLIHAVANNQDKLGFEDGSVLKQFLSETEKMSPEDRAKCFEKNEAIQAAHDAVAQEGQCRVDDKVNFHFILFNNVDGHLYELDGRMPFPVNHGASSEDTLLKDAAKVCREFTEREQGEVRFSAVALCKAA
USP28 block: blocks human USP28 ubiquitin-rhodamine cleavage; Q96RU2; purified USP28, Ub-rhodamine cleavage fluorescence, 30 min; inhibition, % at 25 µM; hit rate 3% among 47,000; AID 1645857
USP7 inh: human USP7 deubiquitinase inhibition; inhibition, % at 20 µM; hit rate 0.3% among 47,000; Q93009; purified USP7, Ub-rhodamine cleavage fluorescence
OTUD3 block: inhibitors of human OTUD3 deubiquitinase. purified OTUD3, Ub-rhodamine fluorescence, 2 h. inhibition, % at 25 µM. hit rate 0.7% among 47,000. AID 1645858
Target sequence (Q5T2D3 whole entry, looked up): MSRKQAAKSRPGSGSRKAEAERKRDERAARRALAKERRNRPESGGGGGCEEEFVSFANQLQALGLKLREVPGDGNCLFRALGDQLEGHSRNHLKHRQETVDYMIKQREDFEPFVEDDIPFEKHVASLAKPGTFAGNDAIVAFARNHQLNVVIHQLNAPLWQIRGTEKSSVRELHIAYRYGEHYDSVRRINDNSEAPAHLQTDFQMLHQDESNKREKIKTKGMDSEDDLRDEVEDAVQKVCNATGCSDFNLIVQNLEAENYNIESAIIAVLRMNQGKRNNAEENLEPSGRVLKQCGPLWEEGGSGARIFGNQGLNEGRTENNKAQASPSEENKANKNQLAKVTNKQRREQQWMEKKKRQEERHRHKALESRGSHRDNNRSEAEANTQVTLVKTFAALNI
USP30 inh: human USP30 deubiquitinase inhibition; Q70CQ3; purified USP30, Ub-rhodamine cleavage fluorescence; inhibition, % at 25 µM; hit rate 5.3% among 47,000; AID 1645860
Numbers without * were called inactive; · = no result given. No stated cut-off is given here; in the data, active means inhibition above about 30%; inactive means the rest.

SMILES | USP10 inh | USP17 inh | USP8 block | UCHL1 inh | USP28 block | USP7 inh | OTUD3 block | USP30 inh
CCc1cccc(NC(=O)Cc2nnc3ccc(-c4nc(C)no4)cn23)c1 | -4.5 | -25.8 | 2.1 | -3.3 | -28.9 | -1.4 | -26.7 | -69.5
Cc1nc(-c2ccc(C)c(S(=O)(=O)Nc3ccc(F)cc3)c2)cs1 | 6.6 | 0.4 | -134.5 | 2.8 | 16.6 | 0.5 | 7.0 | 6.3
CCC(C)[C@H](NC(=O)[C@H](Cc1ccccc1)n1c(=O)[nH]c2ccccc2c1=O)C(=O)N[C@@H](Cc1ccccc1)C(=O)O (stereo partly drawn) | 3.8 | 0.1 | -59.8 | -5.7 | -1.4 | -4.3 | 0.2 | -1.3
CN1CCCC12CCN(C(=O)c1ccccc1F)CC2 | -1.5 | -7.8 | -24.6 | -0.6 | -7.2 | 0.1 | -3.6 | -22.9
O=C(NCC(=O)N1CCC2(CC=CCOC2)CC1)c1ccccc1 | -1.8 | -0.4 | 1.4 | -0.5 | 2.5 | 3.1 | 0.2 | 0.9
CCOC(=O)Cc1c(C(=O)OCC)c(C)cn1C | -0.1 | 4.6 | 1.6 | -0.8 | 9.7 | 5.7 | 9.5 | 10.3
Cc1ccc(NC(=O)c2cnc(N3CCN(C)CC3)nc2C)c(C)c1 | -0.3 | 1.0 | 4.9 | 0.5 | 3.6 | 0.5 | 8.2 | 13.7
COc1ccccc1Nc1cc(C(=O)NCC2CCCO2)c2ccccc2n1 (stereo not drawn) | -1.6 | -1.9 | 7.2 | 2.6 | 1.8 | -1.0 | 0.1 | -4.1
Cc1c(Cl)cccc1Nc1nnc(Cc2ccc(Cl)cc2)c(=O)[nH]1 | 10.2 | 0.1 | 15.6 | -3.3 | -17.3 | -21.6 | -6.7 | -18.2
COc1cccc(NC(=O)N2CCN(c3nc4ccncc4n(CC(C)C)c3=O)CC2)c1 | 0.0 | -2.4 | -0.6 | 0.6 | 4.6 | 0.1 | -2.7 | -0.1
Cn1c(=O)c2c(C(=O)N3CCN(Cc4ccccc4)CC3)cc(=O)n(C)c2n(C)c1=O | -2.3 | 6.4 | -4.1 | -1.4 | 3.1 | -1.1 | 1.6 | 1.2
Cc1ccccc1NC(=O)C(NS(=O)(=O)c1ccc2c(c1)OCCO2)C(C)C (stereo not drawn) | -2.1 | 39.8* | -15.8 | 1.7 | -0.4 | -5.6 | -10.2 | 7.4
CCOC(=O)CCn1c(=O)c2c(nc3oc(C(C)(C)C)cn32)n(C)c1=O | 1.6 | 14.8 | 11.2 | 3.5 | 11.6 | -0.7 | 11.0 | 32.0*
O=C(Nc1cnc(N2CCCCCC2)nc1)c1ccc(F)cc1F | 0.1 | 2.5 | -5.3 | 2.9 | 16.1 | 0.6 | 5.7 | 2.7
Cc1cccc(S(=O)(=O)Nc2ccc(N3CCN(C)CC3)c(C(=O)O)c2)c1 | 3.9 | 26.6 | 88.9* | 1.7 | 13.4 | -11.4 | 14.9 | 13.0
O=C(c1cc2nc(C3CC3)cc(C(F)(F)F)n2n1)N1CCn2ncnc2C1 | 0.0 | -3.4 | 4.1 | -0.5 | 1.0 | -2.4 | 3.6 | 1.5
O=C(CCC1CCCCC1)N1CCN(Cc2nnnn2-c2cccc(F)c2)CC1 | 0.9 | 3.7 | 0.2 | 1.8 | 12.1 | -5.4 | 6.0 | 14.6
CCN1CCC2(CC1)NC(=O)N(C1CCN(C(=O)Cc3cccc(C)c3)CC1)C2=O | -1.1 | 7.0 | 7.3 | 0.2 | 6.5 | 1.1 | 2.9 | 4.7
CCC(=O)Nc1c(C)noc1/C=C\c1ccc(S(=O)(=O)N(C)c2ccc(C)cc2)cc1 | 7.1 | 0.2 | -6.1 | 2.3 | -9.3 | 2.6 | -3.8 | -17.8
Cn1c(C2CCN(C(=O)Cc3ccccc3Cl)C2)nc2cccnc21 (stereo not drawn) | 0.0 | 7.2 | -30.4 | 0.3 | 3.9 | 0.2 | 3.7 | 7.2
Cn1cc(C2CCCN2CC(=O)Nc2ccc(Cl)cn2)cn1 (stereo not drawn) | -5.7 | -24.9 | -20.1 | -9.3 | · | -8.1 | -9.3 | ·
O=C(c1cc(-c2ccc(F)cc2)n[nH]1)N1CCN(c2ncccn2)CC1 | 4.2 | 0.6 | -6.5 | -3.1 | 1.8 | -0.3 | -1.4 | -4.3
O=C(OCC(=O)N1CCC(Cc2ccccc2)CC1)c1cccc(S(=O)(=O)N2CCOCC2)c1 | -4.1 | -0.1 | -0.7 | -0.2 | 6.2 | 2.1 | -1.5 | -4.6
COc1ccc(C)cc1NCC(=O)Nc1ncc(Cl)c(C)c1Cl | -4.6 | 23.8 | 36.3* | -9.3 | -2.5 | -12.0 | -10.3 | -82.2
COc1ccc(NS(=O)(=O)c2cc(C(=O)N3CCCCCC3)ccc2C)cc1 | 3.4 | 11.2 | 15.8 | 0.0 | 14.5 | 0.4 | 10.0 | 21.3

Fetched by structure from the entries so far (five):
SMILES | USP10 inh | USP17 inh | USP8 block | UCHL1 inh | USP28 block | USP7 inh | OTUD3 block | USP30 inh
CCc1cccc(NC(=O)Cc2nnc3ccc(-c4nc(C)no4)cn23)c1 | -4.5 | -25.8 | 2.1 | -3.3 | -28.9 | -1.4 | -26.7 | -69.5
O=C(Nc1cnc(N2CCCCCC2)nc1)c1ccc(F)cc1F | 0.1 | 2.5 | -5.3 | 2.9 | 16.1 | 0.6 | 5.7 | 2.7
CCOC(=O)CCn1c(=O)c2c(nc3oc(C(C)(C)C)cn32)n(C)c1=O | 1.6 | 14.8 | 11.2 | 3.5 | 11.6 | -0.7 | 11.0 | 32.0*
Cc1ccc(NC(=O)c2cnc(N3CCN(C)CC3)nc2C)c(C)c1 | -0.3 | 1.0 | 4.9 | 0.5 | 3.6 | 0.5 | 8.2 | 13.7
O=C(OCC(=O)N1CCC(Cc2ccccc2)CC1)c1cccc(S(=O)(=O)N2CCOCC2)c1 | -4.1 | -0.1 | -0.7 | -0.2 | 6.2 | 2.1 | -1.5 | -4.6

(cont.)
SMILES | USP10 inh | USP17 inh | USP8 block | UCHL1 inh | USP28 block | USP7 inh | OTUD3 block | USP30 inh
CC12CCC(C1)C(C)(C)C2NS(=O)(=O)c1ccc(F)cc1 (stereo not drawn) | 7.2 | 4.0 | 1.0 | -0.1 | 0.0 | 7.0 | 3.1 | 16.4
CC(C)C[C@@H](NC(=O)C1CCN(C(=O)[C@H](C)NC(=O)OC(C)(C)C)CC1)C(=O)O | -0.2 | · | 26.1 | 3.0 | 7.8 | 6.6 | 7.8 | 22.2
COCCn1c(SCC(=O)c2ccc(F)cc2)nc2ccccc21 | 3.2 | 36.0* | -5.5 | 0.1 | 1.4 | -10.3 | 23.1 | 10.4
O=C(Nc1ccncc1)c1ccc[nH]c1=O | -2.2 | 16.9 | 19.3 | 4.7 | 13.3 | 7.4 | 9.0 | 21.0
CC(C)CCN1C[C@@]23CN(C(=O)c4ccccc4)C[C@@H](C[C@@H]2S1(=O)=O)O3 | 0.0 | -0.1 | 0.0 | -4.3 | -15.6 | -2.9 | -5.6 | -1.0
CN1CC(=O)N(C2CCNCC2)Cc2c(NC3CCCCC3)ncnc21 | -2.9 | -30.4 | -121.0 | -6.1 | -19.3 | -4.5 | -12.1 | -64.5
CCOc1ccccc1NC(=O)c1nc2c(=O)[nH]c3cc(C)ccc3n2n1 | 1.5 | -20.4 | 1.8 | 0.7 | -18.6 | 4.2 | -14.3 | -111.7
Cc1nn(C)cc1CN1CCc2c(nc(N3CCCC(C)C3)[nH]c2=O)C1 (stereo not drawn) | -0.3 | 2.8 | 20.2 | 3.9 | -1.2 | 7.6 | 4.6 | 0.1
COc1ccc(C(=O)N2Cc3ccccc3CC23CCCN(C(=O)CCN)C3)cc1 (stereo not drawn) | 1.9 | -51.8 | -102.0 | -4.9 | -10.6 | -8.3 | -0.6 | 3.9
CC1(C(=O)NC2CCCC2)Cn2c(cc3ccccc32)C(=O)N1c1ccc(F)cc1 (stereo not drawn) | 10.9 | 62.5* | 50.7* | 2.1 | 18.3 | 6.7 | 25.3 | 16.8
Cc1c(C2CCN(S(=O)(=O)c3ccc(C(C)(C)C)cc3)CC2)c2ccccc2n1CC(=O)N1CCCC1 | -5.9 | -76.7 | -39.0 | -15.9 | -84.0 | -9.5 | -57.2 | -287.6
COc1ccc(/C=C/C(=O)Nc2ccc3nc(N4CCN(c5ncccn5)CC4)cc(C)c3c2)cc1 | 15.8 | 43.3* | 88.3* | -3.6 | -0.1 | 2.0 | -3.1 | -10.5
CC(C)c1cc(C(=O)N2CCCC2c2ccc(Cl)cc2)no1 (stereo not drawn) | 1.2 | 10.9 | 11.4 | -1.2 | 5.5 | -18.9 | 4.7 | -3.2
Cc1cc(C)c(-c2noc(C)n2)c(NC(=O)c2sccc2C)n1 | 1.2 | 3.5 | 7.5 | 1.0 | 10.3 | 5.3 | 10.0 | 14.1
CCCCn1c(=O)c(CCC(=O)OCC(=O)Nc2c(C)cc(C)cc2C)nc2ccccc21 | -7.8 | -75.7 | -2.2 | -11.1 | -87.5 | -22.9 | -43.1 | -289.8
Cc1ccc(C)c(CN2C(=O)c3ccccc3S(=O)c3ccc(C(=O)NCCc4ccccc4)cc32)c1 (stereo not drawn) | 8.3 | 8.7 | 18.8 | 6.3 | 26.6 | 8.7 | 7.0 | 37.9*
CCN1C(=O)CCC12CCC(NC(=O)c1cc(C)on1)CC2 (stereo not drawn) | -2.0 | -25.1 | -95.8 | -4.4 | -8.6 | 0.6 | -0.4 | -0.4
Cc1cc(=O)n(CC(=O)Nc2ccc(F)cc2)c(N2CCCCC2)n1 | 1.7 | -4.9 | -19.0 | -0.6 | -2.3 | -44.4 | -2.5 | 0.3
Cc1n[nH]c(C)c1CC(=O)N1[C@@H](CN)C[C@@]2(C)[C@H](O)CCCC[C@@H]12 | -0.4 | -12.0 | -64.9 | -0.5 | -8.2 | 0.5 | -8.2 | -24.7
CNc1nccnc1C1CN(C(=O)CN2CCCCCC2=O)CCO1 (stereo not drawn) | -2.1 | -13.0 | -16.6 | -7.1 | -6.3 | -2.7 | -2.9 | -7.2
CCOc1ccc(NC(=O)CN(C)S(=O)(=O)c2ccc3c(c2)n(C)c(=O)c(=O)n3C)cc1 | 3.9 | 13.8 | 19.6 | 1.2 | 12.6 | 6.4 | 7.9 | 24.2
CN1CC[C@@H]2[C@H](C1)CN2S(=O)(=O)c1cccc(C(F)(F)F)c1 | 2.5 | 1.6 | -0.2 | 3.5 | 2.8 | 1.7 | 7.8 | 26.2
Cc1cc(C(=O)COC(=O)c2cc(=O)[nH]c3ccccc23)c(C)n1CC(F)(F)F | 0.6 | -8.9 | -11.9 | -3.5 | -10.6 | 0.8 | -4.8 | -52.3
O=C(c1noc2c1CCCC2)N1CCCCC1c1ccn[nH]1 (stereo not drawn) | 6.1 | 1.7 | 2.5 | -0.4 | -9.0 | -5.7 | 1.2 | -0.1
COc1ccccc1NS(=O)(=O)c1cccc(C(=O)N2CCCCCC2)c1 | 12.9 | 4.7 | -36.8 | 4.9 | 13.1 | 11.0 | 5.0 | 36.1*
(listing goes on)
SMILES | USP10 inh | USP17 inh | USP8 block | UCHL1 inh | USP28 block | USP7 inh | OTUD3 block | USP30 inh
Cc1cn2nnc(C(=O)NCCC3=CCCCC3)c2c(=O)[nH]1 | -7.1 | 11.7 | 21.5 | -4.4 | 0.9 | -1.5 | 13.7 | -6.6
COCCN1C(=O)c2ccc(-c3ccco3)n2CC1(C)C(=O)NC1CCCCCC1 (stereo not drawn) | -4.6 | -19.4 | -2.6 | 2.3 | -26.9 | -11.2 | -25.9 | -170.8
O=C(CSc1c[nH]c2ccccc12)Nc1ccc2c(c1)OCO2 | 1.6 | -15.1 | 5.6 | 1.7 | 7.6 | -4.1 | -7.5 | -10.7
Cc1ccc(CNC(=O)CCc2c(C)nn(-c3cc(N4CCOCC4)ncn3)c2C)o1 | -4.1 | -13.4 | -19.8 | -3.3 | -2.1 | -0.1 | -5.6 | -63.0
Cc1ccc(NC(=O)CC2C(=O)N(Cc3ccccn3)c3nc4ccccc4n32)c(Cl)c1 (stereo not drawn) | 0.2 | 0.4 | 2.0 | 2.8 | 0.4 | -69.1 | 3.2 | 9.4
COc1ccc(-c2nc(-c3ccc(=O)[nH]c3)no2)c(C)c1 | -2.1 | -45.0 | -58.6 | -11.0 | -35.7 | -17.9 | -17.4 | -155.2
Cc1ccc(S(=O)(=O)Nc2c(-n3cnnc3)n[nH]c2C)cc1C | 1.2 | 2.4 | -0.4 | -3.7 | 14.8 | -0.4 | 0.7 | 4.9
O=C(CN1CC2(CCOCC2)Oc2ccc(Cl)cc2C1=O)NC1CCCC1 | 0.1 | 0.2 | 9.9 | 3.5 | 3.9 | 4.8 | 4.3 | -2.9
